GPR55 LPI antagonism = inhibition of LPI-stimulated GPR55 beta-arrestin translocation – imaging, U2OS, beta-arrestin-GFP, LPI agonist, primary screen (AID 2013). inhibition, % at 10 µM, or IC50 in µM where a hit was titrated. 0.13% of 290,000 active. U2OS GPR55 beta-arrestin-GFP translocation imaging, LPI antagonism; higher % means a stronger effect;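 active = spots per cell inhibited over 60%, with over 100 cells counted and total cytoplasm intensity under 500,000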;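 also: U2OS cells stably carrying GPR55 and arrestin-GFP stimulated by 5 µM LPI near EC80; imaged beta-arrestin-GFP aggregate spots per cell after agonist stimulation; plate controls were LPI-stimulated DMSO wells for no effect and DMSO wells without LPI for full effect; some results filed as inactive read as strong as hits; confirmed hits need IC50 under 10 µM and bright autofluorescent wells are also inconclusive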
KOR beta-arrestin-1 = kappa opioid receptor blockers – cell-based, luminescence, uHTS (AID 1778). 0.091% of 290,000 active. inhibition, % at 10 µM; hits with a dose series show IC50 in µM. KOR beta-arrestin recruitment, luminescence, antagonist mode; higher % means a stronger effect; also: strong numbers were not always called active
KOR beta-arrestin-2 = KOR agonists, beta-arrestin recruitment, primary screen, cell-based, luminescence, uHTS (AID 1777); KOR beta-arrestin recruitment, luminescence; higher % means a stronger effect; activation, % at 10 µM, or EC50 in µM where a hit was titrated; 0.02% of 280,000 active; in the data active = activation above about 50%, passing the limit was not always enough; also: a part of the inactive calls stands beside numbers as strong as those of hits
HIV peptide binding = inhibitors of HIV fusion peptide binding, primary screen, biochemical, uHTS, fluorescence dequenching (AID 1986); cell-free peptide binding, fluorescence dequenching, 30 min; higher % means a stronger effect; inhibition, % at 20 µM, or IC50 in µM where a hit was titrated; 0.3% of 290,000 active; in the data active = inhibition mostly above about 52%, no sharp cut-off; inactive = mostly below about 76%; also: some results filed as inactive read as strong as hits
GPR35 arrestin U2OS = inhibition of zaprinast-stimulated GPR35 beta-arrestin translocation – imaging, U2OS, beta-arrestin-GFP, zaprinast agonist, primary screen (AID 2058). U2OS GPR35 beta-arrestin-GFP translocation imaging, zaprinast antagonism; higher % means a stronger effect. inhibition, % at 10 µM; hits with a dose series show IC50 in µM. 0.052% of 290,000 active;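 active = inhibition of at least 50% with at least 30 cells and total cytoplasm GFP at most 10,000,000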
HEK293 NOD2/NF-kB = NOD2 signaling inhibitors, cell-based, luminescence, uHTS, HEK293 (AID 1566); HEK293 NOD2/NF-kB luciferase reporter, luminescence; higher % means a stronger effect; inhibition, % at 4 µM; hits with a dose series show EC50 in µM; 0.63% of 290,000 active; also: many of its hits are not listed in these tables
NOD1 NF-kB reporter = NOD1 signaling inhibitors, primary screen, cell-based, luminescence, uHTS (AID 1578) | inhibition, % at 4 µM; hits with a dose series show EC50 in µM | 1% of 290,000 active | NOD1-driven NF-kB luciferase reporter cells, luminescence; higher % means a stronger effect; in the data active = inhibition mostly above about 36%, no sharp cut-off; inactive = mostly below about 34%;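 also: HEK-293T reporter cells stimulated with the NOD1 agonist gamma-tri-DAP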
GPR55 beta-arrestin = selective activators of receptor GPR55 – imaging, U2OS cells, beta-arrestin-GFP redistribution, primary screen (AID 1961). 0.048% of 290,000 active. activation, % at 10 µM; hits with a dose series show EC50 in µM. U2OS GPR55 beta-arrestin-GFP redistribution imaging; higher % means a stronger effect;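 active = activation above 40% with more than 50 cells counted in the well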;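 also: U2OS osteosarcoma cells stably expressing GPR55 and beta-arrestin-GFP; plate controls were DMSO negative control for no effect and LPI positive control for full effect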
Myeloid diff 2 = compounds promoting myeloid differentiation; ER-HoxA9 myeloid progenitors, lysozyme-GFP differentiation, flow cytometry; 1% of 360,000 active; calls only at 10 µM;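 active = normalized GFP-positive differentiation at or above the plate's own cutoff, the solvent-only control mean plus 3 SD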;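 also: cells exposed to compound for four days before flow analysis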
Myeloid diff 2 GFP+ MAC1+ % = further read-out of Myeloid diff 2, marked with its call; GFP+ MAC1+ double positive, %; measured here: differentiation confirmed by MAC1 staining
Starred values were filed as active, the others as inactive; i = inactive; . = not tested or not shown; [ ] = remark or other dose. Rule as the data show it, unless noted: active = inhibition above about 50%; inactive = the rest.

entry | molecule | GPR55 LPI antagonism | KOR beta-arrestin-1 | KOR beta-arrestin-2 | HIV peptide binding | GPR35 arrestin U2OS
1 | Cc1ccc(/C=N/N=C2/NC(=O)C(CC(=O)Nc3ccc(Cl)cc3)S2)o1 (centres undefined) | -3% | 12% | -5.2% | 3.4% | -3%
2 | COc1ccc(Cc2nnc(NC(=O)Cn3cnc4c3c(=O)n(C)c(=O)n4C)s2)cc1 | 10% | . | . | -0.3% | -9%
3 | COCc1cc(C)nc(SCC[N+](C)(C)CC(=O)c2ccccc2)c1C#N | 1% | 24% | -2.7% | -0.8% | -1%
4 | O=c1c(OC2OC(CO)C(O)C(O)C2OC2OC(CO)C(O)C(O)C2OC2OC(CO)C(O)C(O)C2O)c(-c2ccc(O)c(O)c2)oc2cc(O)cc(O)c12 (centres undefined) | 4% | 20% | 0.9% | 14% | 2%
5 | O=C1CC(N(O)c2ccccc2)C(=O)N1Cc1ccccc1 (centres undefined) | -1% | 9% | 3.6% | -0.5% | 4%
6 | CCCOc1ccc(N2CC(C(=O)NC3=NCCS3)CC2=O)cc1 (centres undefined) | 3% | 33% | -1.4% | 2.1% | -1%
7 | CC1(C)OC(=O)C(=CNc2ccccc2)C(=O)O1 | 11% | -24% | 2.0% | 0.8% | 10%
8 | C#CCOCCOCCOCCNc1nc(N2CCN(C(=O)[C@H]([C@@H](C)CC)n3cc(CCCN=C(N)N)nn3)CC2)nc(N2CCN(C(=O)[C@H](CCCCN)n3cc(CCC(=O)O)nn3)CC2)n1 | -3% | 20% | 3.8% | 1.8% | -5%
9 | CCCCNC(=O)COC(=O)c1cc(S(=O)(=O)N2CCCCCC2)ccc1OC | -4% | 8% | -4.9% | -0.8% | 0%
10 | COC(CNC(=O)c1c[nH]c2ccc(S(=O)(=O)N3CCOCC3)cc2c1=O)OC | 9% | -33% | -1.0% | 0.4% | -5%
11 | O=C(CCCCCNC(=O)N1CCn2c1nc1ccccc12)NCc1ccc(F)cc1 | 1% | . | . | -1.3% | 1%
12 | O=C1C2CCCN2C(c2ccc(F)cc2)N1c1cccc(Cl)c1 (centres undefined) | -1% | 10% | 4.0% | 34% | 5%
13 | O=c1ccc(-c2ccc(S(=O)(=O)Nc3ccc(F)cc3)s2)n[nH]1 | -3% | -13% | -0.7% | 2.6% | -6%
14 | C/C(=N\NC(=O)CSc1nc2ccccc2[nH]1)c1ccncc1 | 2% | -1% | -4.5% | 1.1% | -10%
15 | CCc1nnc(NC(=O)CSc2nnc(-c3ccoc3C)n2-c2ccc(C)cc2)s1 | 11% | 3% | 5.5% | 1.5% | -2%

entry | HEK293 NOD2/NF-kB | NOD1 NF-kB reporter | GPR55 beta-arrestin | Myeloid diff 2 | Myeloid diff 2 GFP+ MAC1+ %
1 | 10% | -13% | -0.3% | i | 1.4
2 | 15% | -21% | 0.2% | i | 2.5
3 | 14% | 2% | -0.5% | i | 0.0
4 | 9% | 3% | 0.0% | i | 2.4
5 | 10% | -24% | 0.3% | i | 0.5
6 | -9% | -35% | 0.6% | i | 0.1
7 | -20% | -25% | -0.2% | i | 2.2
8 | 7% | -29% | -0.1% | i | 3.0
9 | 9% | -15% | -0.1% | i | 0.5
10 | . | . | 0.5% | i | 5.6
11 | -6% | -28% | -0.2% | i | 0.6
12 | 12% | -10% | -0.2% | i | 1.7
13 | 10% | 12% | 0.5% | i | 0.4
14 | 18% | -19% | 0.4% | i | 0.2
15 | -11% | -41% | 0.3% | i | 0.4

3 compounds drawn at random from the list so far:
entry | molecule | GPR55 LPI antagonism | KOR beta-arrestin-1 | KOR beta-arrestin-2 | HIV peptide binding | GPR35 arrestin U2OS
4 | O=c1c(OC2OC(CO)C(O)C(O)C2OC2OC(CO)C(O)C(O)C2OC2OC(CO)C(O)C(O)C2O)c(-c2ccc(O)c(O)c2)oc2cc(O)cc(O)c12 (centres undefined) | 4% | 20% | 0.9% | 14% | 2%
12 | O=C1C2CCCN2C(c2ccc(F)cc2)N1c1cccc(Cl)c1 (centres undefined) | -1% | 10% | 4.0% | 34% | 5%
10 | COC(CNC(=O)c1c[nH]c2ccc(S(=O)(=O)N3CCOCC3)cc2c1=O)OC | 9% | -33% | -1.0% | 0.4% | -5%

entry | HEK293 NOD2/NF-kB | NOD1 NF-kB reporter | GPR55 beta-arrestin | Myeloid diff 2 | Myeloid diff 2 GFP+ MAC1+ %
4 | 9% | 3% | 0.0% | i | 2.4
12 | 12% | -10% | -0.2% | i | 1.7
10 | . | . | 0.5% | i | 5.6

Grouped by structure: those above with an NH in an aromatic ring
entry | molecule | GPR55 LPI antagonism | KOR beta-arrestin-1 | KOR beta-arrestin-2 | HIV peptide binding | GPR35 arrestin U2OS
10 | COC(CNC(=O)c1c[nH]c2ccc(S(=O)(=O)N3CCOCC3)cc2c1=O)OC | 9% | -33% | -1.0% | 0.4% | -5%
13 | O=c1ccc(-c2ccc(S(=O)(=O)Nc3ccc(F)cc3)s2)n[nH]1 | -3% | -13% | -0.7% | 2.6% | -6%
14 | C/C(=N\NC(=O)CSc1nc2ccccc2[nH]1)c1ccncc1 | 2% | -1% | -4.5% | 1.1% | -10%

entry | HEK293 NOD2/NF-kB | NOD1 NF-kB reporter | GPR55 beta-arrestin | Myeloid diff 2 | Myeloid diff 2 GFP+ MAC1+ %
10 | . | . | 0.5% | i | 5.6
13 | 10% | 12% | 0.5% | i | 0.4
14 | 18% | -19% | 0.4% | i | 0.2

The list goes on:
entry | molecule | GPR55 LPI antagonism | KOR beta-arrestin-1 | KOR beta-arrestin-2 | HIV peptide binding | GPR35 arrestin U2OS
16 | Cc1cc(NC(=O)CN2CCCCC2)n(-c2ccccc2)n1 | -2% | -18% | 0.7% | 2.4% | -15%
17 | O=C(Cn1nc(-c2ccccc2)c2ccccc2c1=O)Nc1cccnc1 | 12% | -21% | -0.5% | 0.6% | -16%
18 | Cc1nn(C)c(Cl)c1/C=C/C(=O)O | -16% | -41%[20 µM] | 3.4% | -0.6% | 10%
19 | CCN(CC(=O)Nc1ccc(NC(C)=O)cc1)C(=O)Cc1ccccc1F | 8% | 19% | 0.1% | -1.0% | -1%
20 | C=CCN1CCN(C(c2ccccc2)c2nnnn2CCC(C)C)CC1 (centres undefined) | 13% | 13% | 0.9% | 0.2% | -1%

entry | HEK293 NOD2/NF-kB | NOD1 NF-kB reporter | GPR55 beta-arrestin | Myeloid diff 2 | Myeloid diff 2 GFP+ MAC1+ %
16 | 2% | -3% | -0.1% | i | 0.7
17 | 10% | 5% | -0.1% | i | 1.0
18 | 0% | -2% | 0.2% | i | 0.3
19 | 3% | -32% | -0.1% | i | 0.5
20 | 5% | -7% | -0.3% | i | 1.6

These rows are one share of the data (hit frequency here may not be typical).
